Source: PubChem
Salmonella PhoP GFP: inhibitors of PhoP regulon expression, primary screen, Salmonella Typhimurium, GFP reporter (AID 1863). S. Typhimurium PhoP-regulated promoter GFP reporter, 4 h; higher % means a stronger effect. inhibition, % at 50 µM; hits with a dose series show IC50 in µM. hit rate 0.16% among 300,000;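 active means inhibition over 29.93%, a cutoff 3 SD above the screen mean, later confirmed by dose response; inconclusive means inhibition over 29.93% but no dose response follow-up; inactive means inhibition at most 29.93% or unconfirmed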;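 further: 0% = low Mg2+ inducing control and 100% = high Mg2+ repressing control; strong numbers were not always called active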
TNAP activation fold: human TNAP enzyme activators, primary screen, biochemical, luminescent, no phosphate acceptor, uHTS (AID 1001) | Alkaline phosphatase, tissue-nonspecific isozyme (Homo sapiens) | purified TNAP, luminescent activation assay, no phosphate acceptor; higher activation fold means a stronger effect | activation fold at 20 µM, or EC50 in µM where a hit was titrated | hit rate 0.03% among 200,000; in the data active means activation fold from about 3, or a potency from the dose series; inactive means the rest, 99 in 100 with activation fold below about 1.6; further: many of its hits are not listed in these tables
SIAH1 antagonists: Siah-1 peptide-binding antagonists, primary screen, biochemical, fluorescence polarization, rhodamine-plectin, uHTS (AID 1817); Siah-1 / rhodamine-plectin peptide fluorescence polarization; higher % means a stronger effect; hit rate 0.02% among 290,000; one-dose displacement, % at 20 µM; IC50 in µM for titrated hits; E3 ubiquitin-protein ligase SIAH1 (Homo sapiens);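 active means displacement of at least 50% at 20 µM, with a fluorescence ratio check between 0.3 and a set limit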;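 further: plate controls were Siah plus tracer with DMSO for no effect and tracer alone without Siah for full effect; strong numbers were not always called active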
Myeloid diff MLP: induction of myeloid progenitor differentiation, primary screen, cell-based, flow cytometry, MLPCN library. hit rate 1% among 360,000. ER-HoxA9 myeloid progenitors, lysozyme-GFP differentiation. calls only at 10 µM;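 active means normalized GFP-positive differentiation at or above the plate's own cutoff, the solvent-only control mean plus 3 SD; inconclusive means no clear call, values can overlap the other calls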;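 further: cells exposed to compound for four days before flow analysis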
XIAP antagonists: XIAP antagonists, biochemical, IAP family, fluorescence polarization (AID 1018); E3 ubiquitin-protein ligase XIAP (Homo sapiens); hit rate 0.007% among 200,000; XIAP BIR domain, fluorescence polarization peptide displacement; higher % means a stronger effect; displacement, % at 20 µM; hits with a dose series show IC50 in µM; in the data active means displacement above about 50%; further: a part of the inactive calls stands beside numbers as strong as those of hits
RSV antiviral HEp-2: RSV antiviral activity via CPE protection, HEp-2 cells, primary 10 µM value included (AID 2391) | hit rate 0.13% among 310,000 | one-dose CPE inhibition, % at 10 µM; IC50 in µM for titrated hits | HEp-2 cells, RSV-induced CPE inhibition; higher % means a stronger effect; in the data active means a potency from the dose series; inconclusive means CPE inhibition mostly from about 23% at the one dose, without a potency; inactive means the rest, 99 in 100 with CPE inhibition below about 21%; further: strong numbers were not always called active
PMI inhibition: human PMI inhibitors, high substrate, primary screen, biochemical, fluorescence intensity, high mannose 6-phosphate (AID 1220) | Mannose-6-phosphate isomerase (Homo sapiens) | recombinant PMI enzyme, coupled fluorescence intensity; higher % means a stronger effect | inhibition, % at 20 µM; hits with a dose series show IC50 in µM | hit rate 0.66% among 190,000
PMI inhibitors: inhibitors of human PMI, primary screen, biochemical, fluorescence intensity, coupled assay (AID 1209); hit rate 0.42% among 190,000; inhibition, % at 20 µM; hits with a dose series show IC50 in µM; purified PMI enzyme, coupled fluorescence intensity; higher % means a stronger effect;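 further: plate controls were DMSO vehicle for no effect and wells lacking substrate for full effect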
WT yeast gro inh: growth inhibition of WT strain, primary screen, mitochondrial fusion inhibitor project, WT and mutant strains, chemical genetic; inhibition, % at 10 µM; mitochondrial fusion phenotypic screen; hit rate 2.1% among 190,000; in the data active means inhibition above about 58%; tested in S. cerevisiae
WT yeast gro inh mutant strain: second read-out of WT yeast gro inh, no call of its own (marks repeat the call); inhibition, %; mitochondrial fusion phenotypic screen, mutant strain inhibition
Myeloid diff MLP GFP+ MAC1+ %: recorded beside Myeloid diff MLP, whose call it bears; GFP+ MAC1+ double positive, %; measured here: differentiation confirmed by MAC1 staining
Starred values were filed as active, the others as inactive; i = inactive; ? = inconclusive; . = no result given; + = active, no number. Unless noted, no stated cut-off is given here; in the data, active means inhibition above about 50%; inactive means the rest.

Every second line gives: Salmonella PhoP GFP, TNAP activation fold, SIAH1 antagonists, Myeloid diff MLP, Myeloid diff MLP GFP+ MAC1+ %, XIAP antagonists, RSV antiviral HEp-2, PMI inhibition, PMI inhibitors, WT yeast gro inh, WT yeast gro inh mutant strain
COCCNC(=S)Nc1ccc(S(=O)(=O)Nc2ncccn2)cc1
  -5%, 1, -5%, i, 0.1, -4.8%, 1.0%, 3%, 4%, 7, 5
COc1ccccc1N/C(N)=N/c1nc(CSc2nc3ccccc3s2)cc(=O)[nH]1
  1%, 1.2, -6%, ., ., -2.0%, 4.1%, 6%, 8%, 5, -6
Cc1[nH]c2ccccc2c1N=Nc1cc(C(=O)O)cc(C(=O)O)c1
  2%, 0.9, -3%, i, 0.6, -3.9%, 4.7%, -3%, -7%, 2, 8
Cc1noc(C)c1S(=O)(=O)N1CCC(C(=O)NCCc2ccc(S(N)(=O)=O)cc2)CC1
  -4%, 1.1, 5%, i, 4.6, -1.7%, 2.2%, 8%, 4%, -14, -3
COc1cc(C2C(C#N)=C(N)Oc3n[nH]c(-c4cccnc4)c32)ccc1OCC(N)=O (stereo unspecified)
  0%, ., 6%, i, 0.7, ., -0.4%, ., ., ., .
COc1cc(Cl)ccc1OCc1cc(C(=O)NC(C)Cc2cnccn2)no1 (stereo unspecified)
  8%, ., 6%, i, 4.4, ., 0.7%, ., ., ., .
CC(=O)COc1ccc2c(-c3ccccc3)cc(=O)oc2c1
  -7%, 1, 1%, i, 5.2, 2.3%, 3.8%, 15%, 3%, -7, -26
COCCNC(=O)CSC1=N/C(=C/c2ccc(Cl)c(Cl)c2)C(=O)N1c1ccccc1F
  7%, 1.1, 15%, i, 0.7, -3.4%, 43%, 10%, 19%, 14, 12
Cc1ccccc1-n1c(O)cc(=O)[nH]c1=S
  4%, 1, -3%, i, 0.2, -4.5%, 0.8%, -14%, -21%, 8, 4
Cn1nccc1C(=O)Nc1ccccc1C(=O)O
  3%, 1.1, -1%, i, 1.5, -20%, 8.4%, -7%, -13%, 19, 8
CC(=O)Nc1ccc2cc3ccc(NC(C)=O)cc3nc2c1
  -2%, ., -14%, +, 14*, ., -1.5%, ., ., ., .
O=C1Nc2c(c(=O)[nH]c(=O)n2Cc2ccccc2)C1(NS(=O)(=O)c1ccccc1)C(F)(F)F (stereo unspecified)
  4%, 1.1, 3%, i, 0.3, -7.8%, 0.1%, -4%, -8%, 0, 3
O=C(O)c1cc2cc(Cl)cc(Cl)c2oc1=O
  -8%, 1.1, 1%, i, 0.9, -9.2%, 1.8%, -14%, -10%, -6, -11
CCN(CC)c1ccc(C(=O)N/N=C(\C)c2cccnc2)cc1
  6%, 1, 1%, i, 0.8, -0.5%, 4.2%, -9%, 16%, 5, 8
CCCn1c(SCc2ccccc2)nc2c1c(=O)[nH]c(=O)n2C
  -9%, 1, -6%, i, 1.2, -2.0%, 2.4%, 2%, 9%, 6, -1
CCCOc1ccc(C(=O)N2CCN(c3ccc(N)cc3Cl)CC2)cc1
  -3%, 1.1, 2%, i, 0.8, -7.8%, -1.4%, 0%, 4%, 15, 6
O=C1NN(c2ccccc2)C(=O)C2C3C=CC(C4CC34)C12 (stereo unspecified)
  -2%, 1.1, 0%, i, 0.8, -0.8%, 1.9%, 25%, 8%, -6, -23
COc1ccc(CCN2CC(C(=O)Nc3ccc4c(c3)OCO4)CC2=O)cc1OC (stereo unspecified)
  -4%, 1, -1%, i, 0.7, -6.1%, 0.2%, 14%, 5%, -10, 2
Cc1ccc(NC(=O)CCS(=O)(=O)c2cccc3nonc23)cc1Cl
  -2%, ., 3%, i, 0.2, ., 0.1%, ., ., ., .
COc1ccc(Cl)cc1N(CC(=O)N1CCCCCC1)S(C)(=O)=O
  -3%, ., 2%, i, 0.7, ., 1.4%, ., ., ., .
COC(=O)CCC(=O)NNC(=O)CCC(=O)Nc1cccc(Cl)c1C
  6%, 1.1, 4%, i, 0.3, -5.4%, 0.7%, -2%, -10%, -11, -1
CCOCCCNS(=O)(=O)c1ccc2c(c1)OCCO2
  -12%, 1.1, -1%, i, 0.3, -8.9%, 1.3%, 5%, 5%, -3, -13
O=C(CCCc1ccccc1)Nc1ccnn1C1CCN(Cc2ccccn2)CC1
  4%, ., 2%, i, 0.6, ., 0.2%, ., ., ., .
O=C1c2cccc(Sc3ccccc3)c2C(=O)c2c(Sc3ccccc3)cccc21
  -4%, ., 1%, i, 0.1, ., 2.3%, ., ., ., .
Cc1ccc(N/C=C2\CCCCC2=O)nc1
  -3%, 1, 6%, i, 0.5, -3.9%, 0.5%, 9%, 7%, -14, 31
Nc1nc(N2CCN(c3cccc(Cl)c3)CC2)n[nH]1
  -10%, 1.2, -1%, ., ., 0.9%, 1.3%, 0%, -1%, 2, 7
COc1ccc(COC(=O)C2=C(C)NC(=O)NC2c2cccc(OC)c2OC)cc1 (stereo unspecified)
  5%, ., 3%, i, 0.6, ., 0.6%, ., ., ., .
Cc1ccc(NC2=NC(c3ccco3)n3c(nc(C)cc3=O)N2)c(C)c1 (stereo unspecified)
  ., 1.1, 4%, ., ., -1.0%, ., -1%, -3%, ., .
Cc1cc(Br)c(NC(=O)CCNC(=O)OCc2ccccc2)cc1C
  10%, ., 5%, i, 1.3, ., 0.8%, ., ., ., .
CC(=O)OC[C@H]1O[C@H](C/C=N/OC[C@@H](O)[C@H]2O[C@@H]3OC(C)(C)O[C@@H]3[C@H]2O)C=C[C@@H]1OC(C)=O
  2%, 1, -6%, ., ., -11%, -0.6%, -12%, -15%, -7, -10
CC(C)Sc1nc(NCc2ccco2)c2c3c(sc2n1)COC(C)(C)C3
  -6%, 1.1, -3%, i, 0.3, -1.2%, 3.6%, 2%, 2%, 0, 4
O=C(N/N=C/c1ccccc1[N+](=O)[O-])c1ccc2c(c1)OCCO2
  -4%, ., 11%, i, 0.7, ., -0.3%, ., ., ., .
CC12CCC(C(=O)N(NC(=O)c3cc(Cl)ccc3O)C1=O)C2(C)C (stereo unspecified)
  -10%, 1.1, -1%, ., ., -5.3%, 2.2%, -10%, -4%, 16, 15
COC(=O)CC1=NC(=O)CS1
  -5%, 1.1, -2%, i, 0.6, 0.6%, 3.2%, 3%, -7%, -2, -8
C/C=C/c1ccc(OCCCCN2C(=O)NC(C)(C)C2=O)c(OC)c1
  5%, 1, -2%, i, 1.6, 1.3%, 1.4%, 12%, 10%, 2, -3
NS(=O)(=O)c1ccc(CCNCC(=O)NC2CC2)cc1
  1%, ., 1%, i, 0.4, ., -1.7%, ., ., ., .
CCC1CCCCN1C(=O)CNCC1CCCO1 (stereo unspecified)
  -1%, 1, 7%, i, 0.8, -6.0%, 1.3%, -7%, 1%, -2, -8
O=C(Nc1ccc2c(c1)CCC2)c1cccc(S(=O)(=O)N2CCN(c3ccc(F)cc3)CC2)c1
  -5%, 1, -2%, i, 2.9, 1.7%, 9.8%, 3%, 2%, -3, 2
Cc1ccc(/C=C/C2=NN(Cc3ccccc3)C(=O)CC2)cc1
  -12%, 1, 2%, i, 0.9, -3.0%, 42%, 8%, 12%, -41, -45
CCOC(=O)c1c(C)nc(C)c(C(=O)OCC)c1-c1ccc(O)c(OC)c1
  -3%, 1.1, 6%, i, 0.3, -5.9%, -0.3%, 17%, 42%, 8, -4
O=C1Nc2c(ccc(Cl)c2Cl)C(=O)C1(F)c1ccccc1 (stereo unspecified)
  -5%, ., -7%, i, 0.1, ., 2.0%, ., ., ., .
CCOc1ccc(-c2nnc(SCc3nnc(-c4ccccc4)o3)n2-c2ccccc2F)cc1
  40%, 1.1, 0%, i, 0.7, -5.7%, 9.8%, 8%, -2%, 14, -1
Cc1cc(C)c(S(=O)(=O)NCC(=O)NCc2ccco2)c(C)c1
  -4%, 1.1, 0%, i, 0.3, -4.9%, 2.4%, 9%, 7%, -14, -3
CCCSc1nsc(NC(=O)Nc2ccc(F)cc2F)n1
  -6%, ., 3%, i, 0.2, ., 9.6%, ., ., ., .
CCOC(=O)C1=C(C)N(CCCCCC(=O)O)C(=O)NC1c1ccccc1OC(=O)c1cccs1 (stereo unspecified)
  1%, 1.1, 5%, ., ., -3.0%, 1.0%, -2%, -4%, 5, -17
COc1ccc(NC(=S)N(CCN2CCOCC2)Cc2cc3cc4c(cc3[nH]c2=O)OCO4)cc1
  8%, 1.1, 13%, ., ., -5.8%, -1.0%, 15%, 12%, 4, -6
Clc1ccc(OCCOCCN2CCc3ccccc3C2)c(Cl)c1
  21%, 1.1, -1%, i, 0.6, -1.5%, -0.9%, 8%, 8%, 70*, 70*
O=C(c1ccc(CS(=O)c2cccc(Cl)c2)o1)N1CCCCCC1 (stereo unspecified)
  8%, ., -2%, i, 0.0, ., 8.3%, ., ., ., .
CC1(C)Cc2c(sc3[nH]c(=S)n(Cc4ccco4)c(=O)c23)CO1
  2%, 1.1, -11%, ?, ., -2.6%, 3.4%, -4%, 9%, -1, 0
Cc1ccc(NC(=O)CN2C(=O)N/C(=C/c3cccn3-c3ccc(C(=O)O)cc3)C2=O)cc1
  -10%, 1.1, 61%, i, 0.0, -4.3%, 1.0%, 7%, -6%, -6, 10
CN(C)c1ccc(/C=C(/NC(=O)c2ccccc2)C(=O)N2CCCC2)cc1
  7%, ., 8%, i, 0.9, ., 1.1%, ., ., ., .
CCOC(=O)c1sc2ccccc2c1NC(=O)c1coc2ccccc2c1=O
  0%, 1, 15%, i, 0.3, -1.4%, 6.8%, 5%, 12%, 27, 16
CCN(CC)S(=O)(=O)c1ccc(C(=O)OCCN2C(=O)c3cccc4c(N5CCOCC5)ccc(c34)C2=O)cc1
  -159%, 1.2, 8%, ?, ., -2.3%, 13%, 11%, 20%, 5, -31
CCC1(c2ccccc2)NC(=O)N(CC(=O)N(C)Cc2c(F)cccc2Cl)C1=O (stereo unspecified)
  1%, ., 3%, i, 1.1, ., 1.2%, ., ., ., .
